Screening results as filed in PubChem.
ELG1 genotox = genotoxicity induction in ELG1-luciferase HEK293T cells | AID 504466 | Potency, µM (highest dose often 46 µM), inactives show top-dose activity change, positive = activation, usual class: activators | HEK293T ELG1-luciferase reporter, luminescence, 16 h | 1.3% of 330,000 active; also: potency is read from the fitted curve at half-maximal effect; % of control where 0% means no effect; nearly all actives have a fitted effect of over 60% in size
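Luminescence read-out: rising ELG1-luciferase signal, reflecting elevated ELG1 protein under genetic stress, flags genotoxic compounds. Cells were treated for 16 hr at 37 °C before ONE-Glo detection.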
Rab9 prom act = activators of Rab9 promoter; Huh7 Rab9 promoter-luciferase reporter, luminescence, 24 h; Potency, µM (top dose mostly 9.22 µM), for inactives: at the highest dose activation, negative = inhibition, actives largely listed as activators; 2.8% of 320,000 active; also: potency is read from the fitted curve at half-maximal effect; % of control where 0% means no effect; nearly all actives have a fitted effect of over 60% in size
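Luminescence read-out: Huh7 cells stably expressing Rab9-luciferase, treated 24 h with compound at 37 °C, then lysed with luciferase reagent for 10 min at ambient before reading.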
VP16 counter = Gal4-VP16 reporter inhibition counter-screen; Drosophila S2 Gal4-VP16 UAS-luciferase, luminescence, 20 h; Potency, µM (highest dose often 53.6 µM), for the others: at the highest dose activity, negative = inhibition, hits mostly inhibitors; 3.5% of 310,000 active; AID 2546;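 also: Gal4-VP16 expression switched on by copper sulfate through the metallothionein promoter; potency is read from the fitted curve at half-maximal effect; % is scaled to controls: 0 for no effect and ±100 for the full control effect; nearly all actives have a fitted effect of over 50% in size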
Giardia kill = Giardia lamblia killing; Giardia lamblia trophozoite viability; activity change, % at 7.66 µM, hits read low; 0.15% of 340,000 active; AID 540267; in the data active = activity change below about -80%; inconclusive = between about -30% and that limit;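 also: parasites exposed to compound for two days anaerobically before the ATP read; % is scaled to controls: 0 for no effect and ±100 for the full control effect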
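ATP-content bioluminescence gauges trophozoite survival. Cells (100/well) receive compound and incubate anaerobically for 48 hrs at 37 deg C; detection reagent follows for 15-30 min at room temperature.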
BRCA1 expr act = increases BRCA1 expression. MCF7-BRCA1-FFLuc reporter, luminescence, 48 h; response scale: scaled: vehicle 0%, 10 µM genistein 100%. Potency, µM (doses to about 46.1 µM), for the others: at the highest dose activation, usual class: activators. 1.1% of 380,000 active; also: potency is read from the fitted curve at half-maximal effect; nearly all actives have a fitted effect of over 80% in size; some results filed as inactive show a strong effect at the top dose
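MCF7-BRCA1-FFLuc cells, 2000/well in phenol-red-free MEM, attached 2 h then treated 48 h at 37 C. Luciferase luminescence read 15 min after reagent; normalized to genistein maximum activation (10microM) and DMSO, concentration-response fitted.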
p53 reactivator = restores transcriptional activity of mutant p53; H1299 p53-A138V BP100-luciferase reporter, luminescence, 24 h; Potency, µM (series often up to 92.2 µM), for inactives: at the highest dose activity change, positive = activation, most hits filed as activators; 0.063% of 320,000 active; AID 504706; also: potency is read from the fitted curve at half-maximal effect; % of control where 0% means no effect; nearly all actives have a fitted effect of over 45% in size
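H1299 (p53-null), stable ts p53-A138V + BP100-Luc; 1000 cells/well, Opti-MEM/10% FBS; cpd 4 pt, 1:5; 24 h, 37 deg C, 5% CO2; detection reagent 10 min RT; luminescence.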
FLuc modulator = firefly luciferase modulation, counter-screen for miR-21 project | Potency, µM (titrated, usually from 57.5 µM), without a hit: top-dose activity change, negative = inhibition, most hits filed as inhibitors | 6.9% of 360,000 active | AID 588342 | purified FLuc, Km substrates, luminescence inhibition | P08659;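 also: potency is read from the fitted curve at half-maximal effect; plate controls were vehicle for no effect and reference inhibitor for full effect; nearly all actives have a fitted effect of over 55% in size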
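Biochemical qHTS of compounds, final roughly 60 µM downward over six points, against 10 nM purified firefly luciferase using Km concentrations of substrates (10 uM D-luciferin, 10 uM ATP) in Tris acetate pH 7.5 buffer; luminescence output.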
PKM2 activator = activators of human pyruvate kinase M2; purified PKM2, Kinase-Glo ATP luminescence, activation; response scale: 0% is enzyme alone, no compound; Potency, µM (top dose mostly 57.5 µM), without a hit: at the top dose activation, usual class: activators; 0.34% of 260,000 active; AID 1631; also: potency is read from the fitted curve at half-maximal effect; % is scaled to controls: 0 for no effect and ±100 for the full control effect; nearly all actives have a fitted effect of over 55% in size
Target sequence (P14618 whole entry, looked up): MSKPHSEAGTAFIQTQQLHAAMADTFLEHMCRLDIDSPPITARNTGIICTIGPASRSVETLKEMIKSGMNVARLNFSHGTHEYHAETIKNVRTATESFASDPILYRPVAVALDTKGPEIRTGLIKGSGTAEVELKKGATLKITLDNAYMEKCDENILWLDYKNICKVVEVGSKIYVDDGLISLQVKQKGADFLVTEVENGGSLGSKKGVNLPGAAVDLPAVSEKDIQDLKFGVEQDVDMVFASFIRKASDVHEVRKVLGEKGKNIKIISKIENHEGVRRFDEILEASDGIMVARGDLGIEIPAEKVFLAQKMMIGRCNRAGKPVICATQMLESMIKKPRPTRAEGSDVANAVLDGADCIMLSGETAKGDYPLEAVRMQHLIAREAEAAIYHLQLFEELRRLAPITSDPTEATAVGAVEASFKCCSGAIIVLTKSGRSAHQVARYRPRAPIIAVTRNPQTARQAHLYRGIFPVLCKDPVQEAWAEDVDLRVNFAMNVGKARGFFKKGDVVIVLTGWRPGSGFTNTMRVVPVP
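ATP formation by purified human PK-M2, quantified via coupled luciferase luminescence after 1 h at room temperature with 0.1 mM ADP and 0.5 mM PEP final.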
NPC1 prom act = activators of NPC1 promoter; Huh7 NPC1 promoter luciferase reporter, 24 h; Potency, µM (series often up to 9.22 µM), for inactives: at the top dose activation, hits mostly activators; 2.4% of 320,000 active;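 also: potency is read from the fitted curve at half-maximal effect; % of control where 0% means no effect; nearly all actives have a fitted effect of over 60% in size; reporter is driven by a mutant NPC1 promoter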
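Luminescence from an NPC1 promoter-driven luciferase reporter in stably transfected Huh7 cells was measured after 24 h compound treatment at 37 °C, followed by 10 min ambient incubation with luciferase detection reagent.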
RORgamma inh = inhibitors of mouse ROR gamma transcriptional activity. Potency, µM (series often up to 53.6 µM), inactives show at the highest dose activity change, negative = inhibition, most hits filed as inhibitors. 5.4% of 310,000 active. AID 2551. Drosophila S2 Gal4-RORgamma UAS-luciferase reporter, 20 h. P51450; also: potency is read from the fitted curve at half-maximal effect; % is scaled to controls: 0 for no effect and ±100 for the full control effect; nearly all actives have a fitted effect of over 60% in size
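Luminescence from a UAS-regulated Photinus luciferase reporter in stably transfected Drosophila Schneider cells is measured; decreased signal marks ROR gamma inhibition. Fusion expression is induced by 700 uM copper sulfate for 20 hr.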
Menin MLL FP TR = menin-MLL binding inhibition, Texas Red mutant peptide; Menin + Texas Red MLL mutant peptide, fluorescence polarization; Potency, µM (doses to about 61.6 µM), without a hit: at the top dose FP activity change, negative = inhibition, usual class: inhibitors; 0.23% of 270,000 active; AID 1768; active = well fitted inhibition curve with a large enough effect in the polarisation, with a control signal flat, not every such curve was filed as active; inconclusive = small, poorly fitted or top-dose-only effect, or effect the other way, or a change in a side signal; inactive = no such curve, though single readings can be large or run the other way; the % refers to the polarisation; also: potency is read from the fitted curve at half-maximal effect; % of control where 0% means no effect; many of its hits are not listed in these tables
An asterisk follows results filed as active; ? = inconclusive; nt = not tested or not shown; [ ] = remark or other dose. Unless noted, calls follow the shape of the dose curve; as a rule, active = well fitted curve in the direction sought with a large enough effect; inconclusive = small, poorly fitted or top-dose-only effect, or another doubt; inactive = no such curve, though single readings can be large; an effect the other way counts as inactive or inconclusive. An excerpt, so the mix of outcomes need not match the whole.

| mol | ELG1 genotox | Rab9 prom act | VP16 counter | Giardia kill | BRCA1 expr act | p53 reactivator | FLuc modulator | PKM2 activator | NPC1 prom act | RORgamma inh | Menin MLL FP TR |
| --- | --- | --- | --- | --- | --- | --- | --- | --- | --- | --- | --- |
| CSCCC(NC(=O)c1ccc(Cl)cc1)C(=O)OCC(=O)Nc1cc(Cl)ccc1C#N (configuration not stated) | -2% | -2% | ? | -13 | -35% | -6% | 1% | 3% | 2% | 14% | 23% |
| CC(=O)N/C(=N\c1nc(C)cc(C)n1)Nc1ccc(Cl)cc1Cl | -1% | -6% | -3% | -10 | -14% | 4% | 5% | nt | -2% | -28% | 0% |
| CC(C)CC(=O)Nc1ccc(C(=O)COC(=O)CN2C(=O)NC3(CCCCC3C)C2=O)cc1 (configuration not stated) | 0% | 1% | nt | 7 | 0% | 6% | -10% | nt | -1% | nt | nt |
| CCCc1n[nH]c2c1/C(=N/O)CC(c1ccccc1)C2 (configuration not stated) | -1% | -3% | 26% | 21 | -22% | -4% | -1% | 10% | -3% | ? | 1% |
| Cc1csc(NC(=O)c2ccoc2C)n1 | ? | ? | 1% | 4 | ? | ? | ? | -30% | ? | 12% | 3% |
| COc1ccc(CN2CCC(n3nccc3NC(=O)CCc3ccccc3)CC2)c(C)c1C | -11% | -4% | -7% | 0 | 33% | 4% | 3% | -1% | -3% | 14% | -12% |
| CC(Oc1ccc(-c2nccc(-c3ccccn3)n2)cc1)C(=O)NN (configuration not stated) | 13% | -2% | -5% | -8 | 5% | 14% | ? | -4% | -3% | -14% | 4% |
| CCOc1ccc(N(CC(=O)NCc2ccccc2OC)S(C)(=O)=O)cc1 | ? | ? | 3% | -2 | ? | 21% | ? | -3% | ? | 29%[10 µM] | 3% |
| CN(C1CCS(=O)(=O)C1)S(=O)(=O)c1ccc(C2CCCCC2)cc1 (configuration not stated) | 8% | -3% | -5% | -8 | -35% | -4% | -2% | -1% | 1% | 28% | -2% |
| CCc1ccc(-c2nc(SCC(=O)NC3CCS(=O)(=O)C3)n[nH]2)cc1 (configuration not stated) | ? | 19% | nt | -28 | 57% | 17% | 5.4µM* | nt | 20% | nt | nt |
| Cc1nc(C)c(-c2csc(Nc3ncccc3C)n2)s1 | ? | 1.3µM* | -21% | -8 | ? | ? | 6.7µM* | -5%[11.5 µM] | 2.5µM* | -31% | 5% |
| CN(C)/C=C/C(=O)c1ccc(F)cc1 | 0% | 11% | -3% | -6 | 8% | 9% | -8% | 8% | -3% | 15% | 19% |
| COc1ccccc1C(=O)C1CCCN(C(=O)CCC(=O)c2ccccc2)C1 (configuration not stated) | 1% | 9% | -16% | 10 | 16% | -3% | -1% | 1% | -1% | 35% | -7% |
| CC(C)COc1ccc(C2NC(=O)NC2=O)cc1 (configuration not stated) | 1% | -1% | 12% | 1 | 17% | -13% | -6% | 5% | -1% | 5% | 1% |
| Cn1cc(-c2nnnn2-c2cccc(C(F)(F)F)c2)c(C(F)(F)F)n1 | -3% | -2% | -4%[0.365 µM] | -11 | 1% | 2% | 7% | 10% | -1% | 10µM* | -1% |
| N#CC1c2ccccc2C=CN1C(=O)c1ccccc1 (configuration not stated) | 2% | 1% | 3% | 2 | 2% | 4% | 3% | 2% | -2% | 4% | nt |
| O=C(Nn1cnnc1)C(Sc1ccccc1)c1ccccc1 (configuration not stated) | -6% | -6% | -6% | -18 | 3% | -3% | 0% | 19% | -1% | 13% | 5% |
| CCOc1ccc(S(=O)(=O)N2CCN(C(=O)CCC(=O)N3CCOCC3)CC2)cc1 | -1% | 3% | nt | -19 | -2% | -7% | 0% | nt | 0% | nt | nt |
| O=C(c1ccc2c(c1)OCO2)C1CCCN(C(=O)C2CCOCC2)C1 (configuration not stated) | 1% | 1% | 0% | -5 | -12% | 2% | -3% | -2% | -1% | 19% | 4% |

In the list so far, these have a carbonyl joined to an NH by a bond outside any ring.
| mol | ELG1 genotox | Rab9 prom act | VP16 counter | Giardia kill | BRCA1 expr act | p53 reactivator | FLuc modulator | PKM2 activator | NPC1 prom act | RORgamma inh | Menin MLL FP TR |
| --- | --- | --- | --- | --- | --- | --- | --- | --- | --- | --- | --- |
| CSCCC(NC(=O)c1ccc(Cl)cc1)C(=O)OCC(=O)Nc1cc(Cl)ccc1C#N (configuration not stated) | -2% | -2% | ? | -13 | -35% | -6% | 1% | 3% | 2% | 14% | 23% |
| CC(=O)N/C(=N\c1nc(C)cc(C)n1)Nc1ccc(Cl)cc1Cl | -1% | -6% | -3% | -10 | -14% | 4% | 5% | nt | -2% | -28% | 0% |
| CC(C)CC(=O)Nc1ccc(C(=O)COC(=O)CN2C(=O)NC3(CCCCC3C)C2=O)cc1 (configuration not stated) | 0% | 1% | nt | 7 | 0% | 6% | -10% | nt | -1% | nt | nt |
| Cc1csc(NC(=O)c2ccoc2C)n1 | ? | ? | 1% | 4 | ? | ? | ? | -30% | ? | 12% | 3% |
| COc1ccc(CN2CCC(n3nccc3NC(=O)CCc3ccccc3)CC2)c(C)c1C | -11% | -4% | -7% | 0 | 33% | 4% | 3% | -1% | -3% | 14% | -12% |
| CC(Oc1ccc(-c2nccc(-c3ccccn3)n2)cc1)C(=O)NN (configuration not stated) | 13% | -2% | -5% | -8 | 5% | 14% | ? | -4% | -3% | -14% | 4% |
| CCOc1ccc(N(CC(=O)NCc2ccccc2OC)S(C)(=O)=O)cc1 | ? | ? | 3% | -2 | ? | 21% | ? | -3% | ? | 29%[10 µM] | 3% |
| CCc1ccc(-c2nc(SCC(=O)NC3CCS(=O)(=O)C3)n[nH]2)cc1 (configuration not stated) | ? | 19% | nt | -28 | 57% | 17% | 5.4µM* | nt | 20% | nt | nt |
| O=C(Nn1cnnc1)C(Sc1ccccc1)c1ccccc1 (configuration not stated) | -6% | -6% | -6% | -18 | 3% | -3% | 0% | 19% | -1% | 13% | 5% |
